AmpC detergent – inhibitors of E. coli AmpC beta-lactamase with detergent | P00811 | AmpC hydrolysis of nitrocefin, absorbance 480 nm, 0.01% Triton | Potency, µM (highest dose often 114 µM), for inactives: at the highest dose activity change, negative = inhibition, hits mostly inhibitors | 370,000 tested, 0.041% active | AID 485294;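 note: potency is the fitted concentration of half-maximal effect; 0% = no-compound wells and -100% = no-enzyme wells; nearly all actives have a fitted effect of over 25% in size; some results filed as inactive show a strong effect at the top dose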
Target sequence (P00811 whole entry, looked up): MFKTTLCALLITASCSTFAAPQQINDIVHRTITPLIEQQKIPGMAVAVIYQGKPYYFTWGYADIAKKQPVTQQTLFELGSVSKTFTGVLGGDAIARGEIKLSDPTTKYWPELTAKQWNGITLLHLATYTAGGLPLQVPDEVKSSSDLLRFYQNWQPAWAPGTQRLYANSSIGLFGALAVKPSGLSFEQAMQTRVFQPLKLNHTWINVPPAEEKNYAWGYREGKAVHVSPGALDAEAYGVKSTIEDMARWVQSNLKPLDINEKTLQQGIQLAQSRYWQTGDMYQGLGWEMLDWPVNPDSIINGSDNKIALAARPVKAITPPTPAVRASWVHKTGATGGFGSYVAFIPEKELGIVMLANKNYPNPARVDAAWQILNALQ
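AmpC (5.3 nM in the dispensed reagent) in 20 mM phosphate pH 7.0 with 0.01% (detergent screen) or 0.0001% Triton X-100 was preincubated with compounds for 15 min at room temperature. Nitrocefin was then added from an 800 uM solution, and hydrolysis was followed at 480 nm.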
AMA1-RON2 inh – inhibitors of Plasmodium falciparum AMA1-RON2 interaction | AlphaScreen AMA1-biotinylated RON2 peptide binding | Potency, µM (doses to about 58.2 µM), for the others: top-dose activity change, negative = inhibition, actives largely listed as inhibitors | 360,000 tested, 0.2% active | AID 720542;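 note: potency is the fitted concentration of half-maximal effect; 0% = vehicle wells and -100% = peptide control; nearly all actives have a fitted effect of over 45% in size; some results filed as inactive show a strong effect at the top dose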
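AMA1 (3D7) with his tag at 25 nM final met compounds first, then biotinylated RON2 peptide at 25 nM; detection used donor plus acceptor beads, 10 µg/mL apiece, read by AlphaScreen after 30 min at room temperature.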
HCV inhibitor – HCV inhibition | 340,000 tested, 3.4% active | Potency, µM (highest dose often 41.8 µM), inactives show at the highest dose activity change, negative = inhibition, most hits filed as inhibitors | Huh7.5.1 HCVcc-Cre infection, luciferase reporter, 44 h; note: potency is the fitted concentration of half-maximal effect
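HCVcc-Cre virus at an moi near 0.5 was added right after compound to cells cultured 4 h from seeding (1,000 cells/well). Luciferase activity was determined 44 h later, 15 min after substrate addition at RT.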
HCMV inh – human cytomegalovirus inhibition; AID 1259415; activity change, negative = inhibition, % at 57.5 µM; 410,000 tested, 4.5% active; HFF cells, HCMV-luciferase reporter, 72 h; active compounds read low; in the data active = activity change below about -60%; inconclusive = no clear call, values can overlap the other calls; inactive = above about -39%
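Two-dose cell screen: HFF monolayers treated with compounds and infected with luciferase-expressing HCMV at 1 PFU/cell, 72 h at 37C, then lysed for luciferase measurement.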
Sm TGR inh – S. mansoni TGR enzyme inhibition; 360,000 tested, 3% active; Q962Y6; purified TGR, DTNB reduction, TNB absorbance 405 nm; Potency, µM (top dose mostly 114 µM), for inactives: top-dose activity change, negative = inhibition, usual class: inhibitors; AID 485364; note: potency is the fitted concentration of half-maximal effect; nearly all actives have a fitted effect of over 60% in size
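TGR 20 nM + NADPH 100 uM (dispensed conc.), cpd preinc 15 min RT; start with NADPH (500 uM addition) then DTNB (15 mM addition). Kinetic TNB absorbance, 405 nm filter. Four-parameter Hill fit across titration.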
FBPA Giardia inh – Giardia lamblia aldolase inhibition; A8B2U2; purified Giardia FBPA; 290,000 tested, 0.71% active; Potency, µM (series often up to 59.6 µM), for inactives: top-dose activity, negative = inhibition, usual class: inhibitors; note: potency is the fitted concentration of half-maximal effect; nearly all actives have a fitted effect of over 55% in size
Target sequence (A8B2U2 whole entry, looked up): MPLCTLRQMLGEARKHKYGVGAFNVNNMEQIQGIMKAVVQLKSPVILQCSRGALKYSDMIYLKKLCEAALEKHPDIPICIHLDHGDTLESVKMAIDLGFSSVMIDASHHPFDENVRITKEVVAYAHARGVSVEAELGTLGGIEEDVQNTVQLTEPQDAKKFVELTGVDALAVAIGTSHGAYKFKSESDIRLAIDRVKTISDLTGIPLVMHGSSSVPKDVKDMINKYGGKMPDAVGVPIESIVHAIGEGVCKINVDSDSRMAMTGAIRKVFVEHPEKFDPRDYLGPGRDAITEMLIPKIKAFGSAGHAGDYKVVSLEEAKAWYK
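Giardia FBPA (40 nM reagent) was preincubated 10 min at RT with compound (up to 57.5 uM final), then substrate plus GAPDH/TPI/NAD/arsenate coupling system with diaphorase/resazurin was added; resorufin fluorescence (525/598 nm) was read after 20 min.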
Active calls of the source: *; ? = inconclusive; · = not tested or not shown; & = joins results of further samples; [ ] = another dose, or the depositor's remark. Unless noted, calls come from the whole dose curve; as a rule, active = well fitted curve in the direction sought with a large enough effect; inconclusive = small, poorly fitted or top-dose-only effect, or another doubt; inactive = no such curve, though single readings can be large; an effect the other way counts as inactive or inconclusive. Unless noted, % is set by controls: 0 for no effect and ±100 for the full control effect. Random draw from the library; overall some 9.3% were active at least once.

Every second line gives: AmpC detergent | AMA1-RON2 inh | HCV inhibitor | HCMV inh | Sm TGR inh | FBPA Giardia inh
Clc1ccc(OCc2nc(-c3ccncc3)no2)c(Br)c1
  ? | 14% | ? | 128 | -9% | 5%
COc1ccc(O)c(C(=O)/C=C/c2cc3ccccc3o2)c1
  -5% | ? | ? | 3 | 5% | -4%
Cc1c(C#N)c(O)[nH]c(=O)c1N=Nc1ccc(Br)cc1C(=O)O
  1% | 49%[activator] | 16% | 4 | -13% | ?
CCc1ccccc1NNC(=O)c1snnc1C
  0% | 4% | -32% | -23 | 5% | -2%
Cn1c(=O)c2c(nc(CN3CCc4ccccc4C3)n2Cc2cccc(Cl)c2)n(C)c1=O
  ? | -1% | ? | -27 | 0% | ?
Cc1ccc(CNS(=O)(=O)c2c(C(=O)N3CCC(C)CC3)c(C)n(C)c2C)cc1
  -3% | · | · | -26 | 1% | ·
Cc1ccc(C)c(N2CCN(C(=O)c3c4c(nc5ccccc35)C(=O)N(C3CCCCC3)C4)CC2)c1
  6% | · | · | 42 | -12% | ·
COc1cc(CC(=O)Nc2cccc(C(F)(F)F)c2)cc(OC)c1OC
  -9% | -6% | ? | -71* | 2% | 13%
CN1CC2([N+](=O)[O-])CC=C(OCCO)C([N+](=O)[O-])(C1)C2 (centres undefined)
  -3% | -9% | 19% | -14 | 2% | 3%
O=C(CSc1n[nH]c(=O)n1-c1ccccc1)Nc1ccccc1C(F)(F)F
  ? | -1% | -4% | 40 | 4% | 12%
Cc1cccc(-n2c(O)c(C=Nc3ccccc3-c3n[nH]c(=S)[nH]c3=O)c3ccccc3c2=O)n1
  3% | 71%[activator] | 5% | -24 | 6% | -15%
c1ccc(Cn2nnnc2CN2CCOCC2)cc1
  3% | -8% | -4% | -5 | 2% | 6%
CCc1ccc(C(=O)CCC2CCCCC2=O)cc1 (centres undefined)
  -6% | 6% | 3% | · | -29% | 4%
CCOc1ccc(N(CC(=O)NC2CCCCCC2)S(=O)(=O)c2c(C)[nH]c(=O)[nH]c2=O)cc1
  ? | 3% | 3% | -29 | -2% | 3%
COc1ccc(N2CCN(C(=O)c3c(C)oc4ncn(CC(C)C)c(=O)c34)CC2)cc1
  14% | · | · | -7 | -2% | ·
Cc1ccc(OCC(=O)Nc2ccc(C(=O)OCc3cc(=O)n4ccsc4n3)cc2)cc1C
  -11% | · | · | 1 | -3% | ·
C/C(=N\NC(=S)Nc1ccc(C(C)C)cc1)c1ccc2c(c1)OCO2
  -6% | 13% | -20% | 19 | -3% | 2%
CC(=O)NC1(C(F)(F)F)C(=O)N(Cc2ccccc2)C2=C1C(=O)CC(C)(C)C2 (centres undefined)
  -5% | -10% | 1% | -9 | 8% | ·
Cc1ccc(C)c(S(=O)(=O)N2CCC(c3nc4c(nnn4Cc4ccc(F)cc4)c(=O)[nH]3)CC2)c1
  -2% | 1% | 8% | -2 | -20% | -2%
COc1ccc(S(=O)(=O)N2CCCCCC2)cc1C(=O)N(C)Cc1cccc(OC)c1OC
  -15% | 31%[activator] | 2% | -19 | 1% | ·
O=C(O)c1cccc(NC(=O)C2C3C=CC(C3)C2C(=O)O)c1 (centres undefined)
  0% | -4% | 18% | 13 | -14% | 0%
Cn1c(SCC(=O)C(C)(C)C)nnc1-c1ccncc1
  -6% | 1% | 4% | 27 | 6% | 0%
Cc1ccc2c(c1)N(CC(=O)NCCc1c[nH]c3ccccc13)C(=O)CO2
  ? | 9% | -12% | 53 | -1% | 0%
Cc1nn(Cc2c(Cl)cccc2Cl)c(C)c1NC(=O)c1cc(C(C)C)on1
  ? | 0% | ? | -98* | 4% | 5%
O=C1Nc2ccc(Br)cc2C1(O)Cc1ccccn1 (centres undefined)
  0% | -3% | -14% | ? | 3% | -1%
CC1N(O)C2CCCCCC2N1O (centres undefined)
  ? | ? | 10% | 10 | -12% | 2%
CCOC(=O)C1CCN(C(=O)c2ccccc2NS(=O)(=O)c2ccc(F)cc2)CC1
  -11% | 27% | 1% | -8 | -8% | 8%
O=C(NCCO)c1ccc2c3n(nc2c1)-c1ccc(Cl)cc1CO3
  -6% | -4% | -3% | 0 | -5% | -4%
CCCc1ccc2c(N)c(C#N)sc2n1
  ? | 4% | 18% | 8 | -1% | -15%
Cc1nnc(SCC(=O)Nc2ccc3c4c(cccc24)CC3)n1C
  ? | -6% | 3% | -8 | -15% | -11%

Among those listed so far, these have a Cl atom:
Every second line gives: AmpC detergent | AMA1-RON2 inh | HCV inhibitor | HCMV inh | Sm TGR inh | FBPA Giardia inh
Clc1ccc(OCc2nc(-c3ccncc3)no2)c(Br)c1
  ? | 14% | ? | 128 | -9% | 5%
Cn1c(=O)c2c(nc(CN3CCc4ccccc4C3)n2Cc2cccc(Cl)c2)n(C)c1=O
  ? | -1% | ? | -27 | 0% | ?
Cc1nn(Cc2c(Cl)cccc2Cl)c(C)c1NC(=O)c1cc(C(C)C)on1
  ? | 0% | ? | -98* | 4% | 5%
O=C(NCCO)c1ccc2c3n(nc2c1)-c1ccc(Cl)cc1CO3
  -6% | -4% | -3% | 0 | -5% | -4%

Following part
Every second line gives: AmpC detergent | AMA1-RON2 inh | HCV inhibitor | HCMV inh | Sm TGR inh | FBPA Giardia inh
COc1cccc(/C=N/NC(=O)c2ccc3nc[nH]c3c2)c1
  -1% | -3% | 0% | 10 | 17% | -6%
COc1c(-c2ccc(O)c(O)c2)oc2cc(O)cc(O)c2c1=O
  0% | ? | -8% | 40 | 28µM* | -23%&-14%
Cc1cc(C)n2c(=S)[nH]nc2n1
  ? | 28% | -4% | 0 | -34% | 2.2µM*
CC1(C)CC(=O)C(C(O)c2ccc([N+](=O)[O-])cc2)C(C)(C)N1 (centres undefined)
  5% | 4% | 0% | 62 | -34% | 3%
CCN(CC)c1ccc(NC(=O)c2ccc3c(c2)c(C)c(C)n3C)cc1
  4% | 7.9µM* | ? | ? | -23% | -15%
COc1cc(CN2CCN(S(=O)(=O)c3ccc(NC(C)=O)cc3)CC2)cc(OC)c1OC
  0% | · | · | -106* | 2% | ·
COCCN1C(=O)N[C@@H](c2ccco2)C(C(C)=O)=C1C
  ? | 20% | 4%[8.37 µM] | -6 | -11% | 2%&-1%
COc1ccc(-n2nc(C(=O)Nc3ccccc3OC)c3c4ccccc4n(C)c3c2=O)cc1Cl
  8% | · | · | 13 | 3% | ·
O=C(CN1CCN(C(=O)c2ccccc2)CC1)NC(=O)NCCC1=CCCCC1
  · | -27% | -11% | 11 | · | ·
N#Cc1nc(-c2ccccc2F)oc1NCCc1ccccn1
  ? | 28% | -15% | ? | -6% | 1%
NC(=O)C1(N2CCCCC2)CCN(S(=O)(=O)c2cc(Cl)sc2Cl)CC1
  -6% | 24% | 3% | 14 | -12% | 6%
CCOC(=O)N1CCN(C(=O)CN2C(=O)COc3ccc(C(C)(C)C)cc32)CC1
  -7% | 1% | -13% | 43 | 6% | 6%
Cc1ccc(C(=O)C(C)Sc2nnc(N)s2)cc1 (centres undefined)
  -11% | -1% | 7% | 5 | -7% | 1%
CNc1c(NS(=O)(=O)c2ccc(OC)c(Cl)c2)c(=O)oc2ccccc12
  0% | -7% | 6% | 12 | 2% | -12%
CCn1ccnc1CN(C)C(=O)CCc1nnc(CCCc2ccccc2)o1
  -4% | 0% | 1% | 30 | -12% | -6%
COCCC(=O)N1CCCC(C(=O)c2ccccc2SC)C1 (centres undefined)
  · | -2% | -1% | -21 | · | ·
O=C(O)c1ccccc1-c1ccccc1C(=O)NCc1ccccc1F
  -12% | -16% | -24% | 54 | -17% | 8%
COc1cc(/C=N/NC(=O)Cc2ccccc2)cc([N+](=O)[O-])c1O
  -16% | 5% | 2% | 16 | -11% | -13%
COc1ccc(CNC(=O)C(c2cccs2)N(C(=O)c2csnn2)C2CC2)cc1 (centres undefined)
  -8% | -5% | 2% | ? | -20%[11.4 µM] | -1%
Cc1cc(C(=O)OCC(=O)Nc2c(F)cccc2F)c(C)n1-c1ccccc1
  3% | -28% | ? | -32 | -3% | 0%
O=C(NCCc1ccccc1Cl)C1CCC(=O)N(Cc2ccc(Cl)cc2)C1 (centres undefined)
  -4% | -8% | 8% | 30 | 1% | ·
CCOC(=O)c1ccc(N=c2sc(C(=O)OC)cc(=O)n2Cc2ccco2)cc1
  0% | -13% | 22µM* | -27 | -26% | -3%
O=C(NCc1cccnc1)C(=O)NCC(c1cccnc1)N1CCN(c2ccc(F)cc2)CC1 (centres undefined)
  14% | · | · | -4 | 13% | ·
CC(=O)Nc1ccc(Oc2ncccn2)c(Cl)c1
  -14% | 7% | 15% | -8 | -12% | 2%
COc1ccc(OCC(=O)NC2CCSc3ccccc32)cc1 (centres undefined)
  · | -3% | 8% | -18 | · | ·
COc1ccc(N2C(=O)C(Cl)=C(Nc3ccc(OC)cc3OC)C2=O)cc1
  -1% | -5% | -9% | 14 | 28µM* | -3%
C=CCOc1c(CNc2ccc(C(=O)O)cc2)cccc1OCC
  -1% | -1% | 19% | 122 | -15% | 19%
CC(=O)N(CC1CCCO1)c1nnc(-c2ccccn2)s1 (centres undefined)
  ? | 25% | -13% | 21 | -23% | -4%
CCOC(=O)C1=C(c2ccccc2)NC(=O)NC1c1cc(OC)c(OC)c(OC)c1 (centres undefined)
  -6% | 5% | 4% | -10 | 0% | ·
CCOc1ccc(NC(=O)N2CCN(S(=O)(=O)c3ccc4c(ccn4C)c3)CC2)cc1
  -3% | · | · | ? | -7% | ·

One compound at a time (already shown). Values in the order: AmpC detergent | AMA1-RON2 inh | HCV inhibitor | HCMV inh | Sm TGR inh | FBPA Giardia inh
COCCC(=O)N1CCCC(C(=O)c2ccccc2SC)C1 (centres undefined) in the list: · | -2% | -1% | -21 | · | ·
CCOc1ccc(NC(=O)N2CCN(S(=O)(=O)c3ccc4c(ccn4C)c3)CC2)cc1 in the list: -3% | · | · | ? | -7% | ·
O=C(NCCc1ccccc1Cl)C1CCC(=O)N(Cc2ccc(Cl)cc2)C1 (centres undefined) in the list: -4% | -8% | 8% | 30 | 1% | ·
CC(=O)Nc1ccc(Oc2ncccn2)c(Cl)c1 in the list: -14% | 7% | 15% | -8 | -12% | 2%
CC(=O)N(CC1CCCO1)c1nnc(-c2ccccn2)s1 (centres undefined) in the list: ? | 25% | -13% | 21 | -23% | -4%

Next section
Every second line gives: AmpC detergent | AMA1-RON2 inh | HCV inhibitor | HCMV inh | Sm TGR inh | FBPA Giardia inh
CCn1nccc1C(=O)Nc1nc2ccccc2n1CCN1CCCCC1
  -7% | 40%[activator] | -12% | -31 | 1% | ·
COc1cc(S(=O)(=O)n2nnc3ccccc32)c(OC)cc1Cl
  -3% | -13% | -2% | -4 | 0% | 4%
Cc1c(C(=O)N2CCC(C)CC2)c(S(=O)(=O)Nc2cccc(C#N)c2)c(C)n1C
  -3% | · | · | 59 | -3% | ·
Cc1sc(NC(=O)CSc2nc(O)cc(=O)[nH]2)nc1-c1ccccc1
  2% | 3% | 19% | -13 | -31% | 16%
CCOC(=O)Nc1ccc2c(c1)N(C(=O)CNC)c1ccccc1CC2
  2% | 0% | 8% | -8 | -9% | ?
O=C(NCc1ccco1)C1CCN(S(=O)(=O)N2CCC3(CC2)OCCO3)CC1
  -11% | 7% | 1% | 17 | -6% | 3%
CCCOc1ccc(C2C(=O)N(C3CCCCCC3)CC(=O)N2CCC)cc1OC (centres undefined)
  1% | · | · | -38 | 1% | ·

Compound activity (PubChem)
